Bioassay records as filed in PubChem.
CSN deneddyl inh – inhibitors of human CSN-mediated cullin deneddylation. Q92905. AID 651999. 360,000 tested, 0.38% active. inhibition, % at 12.5 µM. Purified CSN, SCF-Nedd8-OG deneddylation, fluorescence polarization;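 active = pattern-corrected inhibition above about 35%, with an unprinted fluorescence ratio check between 0.5 and 1.5, limit read from the data, passing the limit was not always enough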;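 also: 0% = enzyme with substrate and 100% = substrate without enzyme; some results filed as inactive read as strong as hits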
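Test system: Human Csn5 produced in HEK293T cells | Compound: 12.5 µM single point | Times: 90 min, room temperature | Signal: Fluorescence polarization readout | Read-out basis: % inhibition of substrate cleavage by Csn5 | Controls: no-enzyme wells high, enzyme-with-substrate wells low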
Neddyl block – cullin neddylation inhibition | P61081+Q13564 | TR-FRET cullin neddylation, biochemical | calls only at 25 µM | 360,000 tested, 0.58% active; in the data active = inhibition above about 36%
STEP block – STEP (human) phosphatase inhibition; recombinant STEP, OMFP fluorogenic substrate, fluorescence; P54829; inhibition, % at 20 µM; AID 588621; 360,000 tested, 0.25% active;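 active = inhibition at 20 µM, scaled per plate between control wells, above about 37%, limit read from the data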;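 also: 0% = DMSO with enzyme and substrate and 100% = substrate only without enzyme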
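Measure: Control-normalized % inhibition with plate pattern correction | Test system: STEP phosphatase, cell-free reaction | Medium: pH 6.0 Bis-Tris with DTT and Tween 20 | Technique: Fluorescence, 480/540 nm | Times: Reaction 20 min, ambient temperature | Doses: Single compound dose of 20 µM, 1% DMSO final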
Scp-1 inhibitor – Scp-1 (human) phosphatase inhibition; Recombinant Scp1, phosphopeptide, malachite green phosphate absorbance; Q9GZU7; 340,000 tested, 0.88% active; inhibition, % at 20 µM;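 active = inhibition above about 50% at 20 µM, limit read from the data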;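 also: plate controls were DMSO wells with enzyme for no effect and wells lacking enzyme for full effect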
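Incubation: 45 min enzyme reaction at room temperature / System: truncated SCP-1 phosphatase (76-261aa) / Reagent: Phospho 17-mer peptide substrate / Buffer or medium: Acidic Tris acetate buffer with magnesium and detergent / Signal: absorbance at 630 nm / Doses: one concentration, 20 µM, with 1.0% DMSO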
Rpn11 block – blocks the human proteasome subunit Rpn11; O00487; human 26S proteasome, Ub4-pepOG fluorescence polarization; 20S core pre-blocked with epoxomicin; calls only at 20 µM; 360,000 tested, 0.59% active;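 active = inhibition at 20 µM, scaled to each plate's controls, above about 33%, limit read from the data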
SUMO1 PPI mod – modulators of human SUMO1-mediated protein-protein interactions | P63165 | SUMO1 binding to a labelled peptide, TR-FRET, 1 h | inhibition, % at 20 µM | 360,000 tested, 0.33% active; in the data active = inhibition above about 37%
LMPTP inh – LMPTP (human) inhibition | recombinant LMPTP-A, OMFP fluorogenic substrate, fluorescence intensity | 360,000 tested, 0.22% active | inhibition, % at 20 µM;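 active = compounds that cut the enzyme signal by at least half of the control window in the single-dose screen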;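 also: plate controls were DMSO wells with enzyme plus substrate for no effect and substrate without enzyme for full effect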
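Assay system: LMPTP-A phosphatase enzyme | Input: 0.625 nM enzyme | Also added: Fluorogenic phosphatase substrate OMFP at 400 µM final | Compound dosing: One test concentration per compound, 20 µM, with 3% DMSO overall | Schedule: 50 min enzyme reaction at room temperature, protected from light | Signal: Fluorescence intensity | Benchmarks: no-enzyme and uninhibited controls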
NadD block – inhibitors of Staphylococcus aureus NadD | inhibition, % at 20 µM | 360,000 tested, 0.78% active | purified NadD enzyme, colorimetric absorbance read-out | AID 602399; in the data active = inhibition above about 26%; also: some compounds past the cut are filed as inactive
DNMT1 block – inhibitors of human DNMT1 | P26358 | DNMT1 molecular beacon, Hinp1I cleavage, fluorescence | inhibition (reported as % activation of signal), % at 10 µM | 360,000 tested, 0.83% active; in the data active = inhibition above about 50%
Target sequence (P26358 504-1616 limits assumed): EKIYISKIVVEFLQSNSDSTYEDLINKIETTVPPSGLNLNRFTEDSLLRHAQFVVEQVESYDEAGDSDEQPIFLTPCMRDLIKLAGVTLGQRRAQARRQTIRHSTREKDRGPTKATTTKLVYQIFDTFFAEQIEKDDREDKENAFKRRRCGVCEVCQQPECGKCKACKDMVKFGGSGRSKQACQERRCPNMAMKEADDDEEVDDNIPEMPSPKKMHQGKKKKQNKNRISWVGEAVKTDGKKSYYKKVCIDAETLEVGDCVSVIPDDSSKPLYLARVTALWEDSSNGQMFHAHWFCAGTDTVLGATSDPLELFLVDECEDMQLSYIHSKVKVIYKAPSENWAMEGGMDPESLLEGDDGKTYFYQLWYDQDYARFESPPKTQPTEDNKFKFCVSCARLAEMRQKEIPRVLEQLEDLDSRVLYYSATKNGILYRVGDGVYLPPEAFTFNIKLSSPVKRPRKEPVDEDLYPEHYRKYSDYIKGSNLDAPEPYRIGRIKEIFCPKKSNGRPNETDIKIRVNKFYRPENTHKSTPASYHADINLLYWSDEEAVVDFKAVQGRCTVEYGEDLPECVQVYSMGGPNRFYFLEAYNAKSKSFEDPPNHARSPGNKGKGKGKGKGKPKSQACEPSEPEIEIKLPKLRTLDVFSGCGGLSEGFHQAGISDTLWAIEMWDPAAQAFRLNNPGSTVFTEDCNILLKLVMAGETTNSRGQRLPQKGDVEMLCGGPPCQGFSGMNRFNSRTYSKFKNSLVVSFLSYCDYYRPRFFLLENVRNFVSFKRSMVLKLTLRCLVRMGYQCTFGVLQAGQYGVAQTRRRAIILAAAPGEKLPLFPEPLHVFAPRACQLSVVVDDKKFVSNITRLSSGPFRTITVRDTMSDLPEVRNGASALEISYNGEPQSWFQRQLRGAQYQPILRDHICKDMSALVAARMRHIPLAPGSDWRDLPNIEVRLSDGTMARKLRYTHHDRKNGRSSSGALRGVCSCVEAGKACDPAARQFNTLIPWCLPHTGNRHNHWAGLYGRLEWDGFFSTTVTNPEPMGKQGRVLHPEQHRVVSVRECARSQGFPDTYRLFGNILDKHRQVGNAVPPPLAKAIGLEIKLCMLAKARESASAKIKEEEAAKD
Rin1-Abl PPI inh – inhibitors of human Rin1-Abl protein interaction; P00519+Q13671; TR-FRET Rin1/Abl binding, biochemical; inhibition, % at 7.35 µM; 360,000 tested, 0.4% active; in the data active = inhibition above about 5%, passing the limit was not always enough
The depositor's hits bear a star; i = inactive; . = no result given; + = active, no number.

1	Cc1nn(-c2ccccc2)c2nc(N)c(C#N)c(-c3ccc(F)cc3)c12
2	O=C(N/N=C/c1cccc(O)c1)c1csc2ccccc12
3	CC1=CS(=O)(=O)CC1Sc1nc2ccccc2[nH]1 (stereo not given)
4	COc1ccc(CCNC(=O)CCCn2c(=O)c3cccn3c3cccnc32)c(OC)c1
5	COC(=O)Nc1ccc(SCC(=O)c2ccccc2)cc1
6	COc1ccc(N2CCN(C(=O)COC(=O)CNC(=O)c3cccc(OC(F)F)c3)CC2)cc1
7	Clc1ccc2nc(CSc3nc4ccccc4o3)cn2c1
8	O=C(NCc1cccs1)C(Cc1ccccc1)n1cccc1 (stereo not given)

Compound	1	2	3	4	5	6	7	8
CSN deneddyl inh	0	0	-8	-1	-2	1	-5	-1
Neddyl block	i	i	i	i	i	i	i	i
STEP block	0	-1	3	-1	-2	0	-2	0
Scp-1 inhibitor	-11	-1	-1	-3	-5	-5	-2	-4
Rpn11 block	i	i	i	i	i	i	i	i
SUMO1 PPI mod	8	-5	0	-11	3	2	-2	-2
LMPTP inh	3.5	4.7	-0.3	-2.2	0.8	-1.0	0.4	0.1
NadD block	-3	7	-7	-2	-11	2	1	-1
DNMT1 block	-2	-10	10	-1	-3	2	1	-2
Rin1-Abl PPI inh	4	-1	1	-3	6	3	1	0

9	Oc1ccc(Cl)cc1Cc1cc(Cl)ccc1O
10	COc1cccc(N/C(SCc2ccccc2Cl)=C(/C#N)C(=O)NCc2cccs2)c1
11	CC(=O)OC1COC(N2CCc3cc(Br)c([N+](=O)[O-])cc32)C(OC(C)=O)C1OC(C)=O (stereo not given)
12	O=C(NCCCN1CCC(Cc2ccccc2)CC1)C1CCC(=O)N1C1CCCC1 (stereo not given)
13	CCOC(=O)c1ccc(N2C(=O)CC(N3CCN(Cc4ccccc4)CC3)C2=O)cc1 (stereo not given)
14	CC(O)CSc1nc2c(c(=O)n(C)c(=O)n2C)n1CCCc1ccccc1 (stereo not given)
15	COCC(=O)N1CCCC(C(=O)c2ccc(C(F)(F)F)cc2)C1 (stereo not given)
16	Cn1c(C(=O)O)cc2cc(F)ccc21

Compound	9	10	11	12	13	14	15	16
CSN deneddyl inh	1	4	2	2	-1	-6	1	-2
Neddyl block	i	i	i	i	i	i	i	i
STEP block	-6	-2	-2	-2	2	2	4	-1
Scp-1 inhibitor	-9	-17	-2	-13	0	2	-1	0
Rpn11 block	i	i	i	i	i	i	i	i
SUMO1 PPI mod	26	2	-7	-1	-1	-1	-2	-3
LMPTP inh	0.9	1.0	-1.0	0.1	-1.3	0.4	0.4	-2.1
NadD block	-7	4	-2	1	1	-3	-2	2
DNMT1 block	-28	19	-2	-2	9	4	1	-1
Rin1-Abl PPI inh	5	0	-4	3	-1	1	-2	3

17	COc1ccc(C(=O)Nc2cccc(NC(C)=O)c2)cc1OC
18	CCOc1ccccc1NC(=O)Cc1c(F)cccc1Cl
19	COc1ccc(C(CNC(=O)c2cccc(S(=O)(=O)Nc3ccc(C)cc3)c2)N2CCCCC2)cc1 (stereo not given)
20	Cn1cc(CN2CCCC(C(=O)Nc3cccc(-c4cc5ccccc5[nH]4)c3)C2)cn1 (stereo not given)
21	COC(=O)c1sc2ccccc2c1NC(=O)c1ccc(S(=O)(=O)N2CC(C)CC(C)C2)cc1 (stereo not given)
22	CCN(C(=O)COC(=O)c1cc2ccccc2cc1OC)c1c(N)n(Cc2ccccc2)c(=O)[nH]c1=O
23	Cc1ccc(C(=O)Nc2cccnc2)cc1Cl
24	OC(C#CCN1CCCC1)c1ccccc1 (stereo not given)

Compound	17	18	19	20	21	22	23	24
CSN deneddyl inh	-8	-5	3	-4	2	3	-9	-2
Neddyl block	i	i	i	i	.	+	i	i
STEP block	2	-9	-2	2	4	0	0	0
Scp-1 inhibitor	1	-2	0	-2	-5	-3	2	1
Rpn11 block	i	i	i	i	i	i	i	i
SUMO1 PPI mod	0	0	-3	-9	-2	-12	5	5
LMPTP inh	0.7	-1.1	-0.4	-1.2	2.0	1.0	0.4	-0.3
NadD block	2	-4	-1	-5	11	0	-2	-1
DNMT1 block	-7	5	-9	-3	-18	0	2	0
Rin1-Abl PPI inh	0	-1	8	-2	-3	3	0	2

25	CC(=O)c1ccc(N2CCN(C(=O)c3ccc(Br)cc3)CC2)c(F)c1
26	O=C(O)c1ccc2c(=O)n3c(nc2c1)/C(=C/c1ccc(Cl)cc1Cl)CC3
27	CCCNC(=O)C1(CC2CC(c3ccccc3)=NO2)CCN(C(=O)Cc2ccc(F)cc2)CC1 (stereo not given)
28	Cc1ccc(S(=O)(=O)N2CCN(C(=O)COC(=O)CC(C)c3ccccc3)CC2)c(C)c1 (stereo not given)
29	CCOc1ccc(C(=O)OCC(=O)N2CCCC2)cc1
30	OCCN1CCOCCOc2ccccc2OCCOCC1
31	O=c1c2c([nH]c3ccccc13)C(=C1CCCC1)CC2
32	CCOC(=O)[C@@H]1[C@H]2COc3ccccc3[C@@H]2N2C(=O)N(c3cccc(C)c3)C(=O)[C@@]12C

Compound	25	26	27	28	29	30	31	32
CSN deneddyl inh	1	6	4	3	4	2	50	7
Neddyl block	i	.	i	i	i	i	i	i
STEP block	2	4	2	-1	-2	0	10	1
Scp-1 inhibitor	-31	8	-9	-6	-1	-4	7	-6
Rpn11 block	i	i	i	i	i	i	i	i
SUMO1 PPI mod	5	-5	3	1	1	3	28	2
LMPTP inh	-0.4	0.5	-0.7	1.3	-2.4	4.4	59*	0.0
NadD block	-3	4	3	-3	-6	0	11	-2
DNMT1 block	-3	0	0	-1	1	1	92*	1
Rin1-Abl PPI inh	-1	5	-2	3	-2	1	3	3

33	Cc1ccc(/C=N/N2CCN(Cc3ccccc3)CC2)cc1
34	COc1ccccc1NC(=O)CSc1nccn1Cc1ccccc1
35	CC(=O)c1c(C)[nH]c(C(=O)Nc2ccc(Cl)c(S(=O)(=O)N(C)C)c2)c1C
36	O=C(NC1CC1)c1ccc(CS(=O)c2ccc(Br)cc2)o1 (stereo not given)
37	O=C(C1=C[C@H](c2csc3ccccc23)C[C@H](OCc2ccc(CO)cc2)O1)N1CCN(Cc2ccc3c(c2)OCO3)CC1
38	CC(C)(CNC(=O)c1ccc(-c2cccc(C(F)(F)F)c2)o1)N1CCOCC1
39	CC1(C(=O)Nc2ccc(Cl)c(Cl)c2)CCN1C(=O)CC1CCCC1 (stereo not given)
40	N/C(=N\OC(=O)c1ccc(Cl)cc1Cl)c1ccccc1

Compound	33	34	35	36	37	38	39	40
CSN deneddyl inh	1	-2	-1	-1	3	3	-4	-1
Neddyl block	i	i	i	i	i	i	i	i
STEP block	1	-1	-2	1	1	-1	-1	-1
Scp-1 inhibitor	-4	-5	-6	14	-1	-6	.	-15
Rpn11 block	i	i	i	i	i	i	i	i
SUMO1 PPI mod	2	0	-1	4	4	-2	1	-1
LMPTP inh	-0.5	0.4	1.6	0.4	10	0.3	1.2	-0.1
NadD block	4	-3	1	3	13	-2	-9	-2
DNMT1 block	-1	-1	-1	0	-21	1	7	0
Rin1-Abl PPI inh	-1	-6	1	-4	1	-2	5	-1

41	COc1ccc(OC)c(C(=O)NC(CC(N)=O)c2ccc(NC(C)C)c([N+](=O)[O-])c2)c1 (stereo not given)
42	Cc1ccc(NC(=O)C(C)Sc2nc(=O)cc(N)n2-c2ccccc2)cc1 (stereo not given)
43	O=C(CN1CCCCC1)NC(=O)NCc1ccccc1
44	CC(OC(=O)CCC(=O)c1cccs1)C(=O)Nc1ccccc1[N+](=O)[O-] (stereo not given)
45	CC(=O)C(=Cc1cc(C)n(-c2ccccc2)c1C)C(C)=O

Compound	41	42	43	44	45
CSN deneddyl inh	1	0	4	-3	6
Neddyl block	i	i	i	i	i
STEP block	1	5	0	-1	-2
Scp-1 inhibitor	-7	-3	-14	-9	-5
Rpn11 block	i	i	i	i	i
SUMO1 PPI mod	-31	1	0	-15	-6
LMPTP inh	0.8	0.9	-2.2	0.2	0.3
NadD block	-6	6	-2	-3	6
DNMT1 block	-2	-3	3	-4	0
Rin1-Abl PPI inh	-6	-1	4	-1	-3
